Bioassay records (PubChem BioAssay)
DYRK1A inh = rat Dyrk1A kinase inhibitors, primary screen, biochemical, single point, plate reader. Dual specificity tyrosine-phosphorylation-regulated kinase 1A (Rattus norvegicus), Q63470. ADP-Glo luminescence, NFATc1 peptide. inhibition, % at 12.5 µM. hit rate 0.43% among 310,000; in the data active = inhibition above about 50%;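 note: plate controls were vehicle with enzyme for no effect and no enzyme for full effect; many of its hits are not listed in these tables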
HSF1 inh = HSF1 inhibitors in luciferase reporter cells, primary screen, cell-based, NIH3T3, luminescence | NIH3T3-HGL HSE-luciferase, MG132-induced, luminescence 8 h; stronger effect = lower value | activity change, negative = inhibition, % at 7.5 µM (by protocol) | hit rate 0.77% among 300,000 | AID 2098, 2009;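 active = more than half of replicate wells show activity change below -50%, luminescence cut by over half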;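 note: luciferase reports HSF-1 transcriptional activity via heat shock element; 0% = median of DMSO wells and -100% = zero luminescence signal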
KLF5 inhibitor = KLF5 expression inhibitors, primary screen, DLD-1 cells, luminescence; hit rate 0.23% among 290,000; DLD-1 KLF5 promoter-luciferase reporter; inhibition, % at 5 µM;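 active = inhibition above a per-plate limit of that plate's mean compound inhibition plus 3 SD, cut at about 60% in these data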;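 note: 0% = DMSO wells and 100% = LY294002 at 200 µM; higher means less KLF5 promoter-driven luciferase light; inactives centre near -14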
GSK3A inh = blockers of GSK3A enzyme activity – biochemical, luminescence, cell-free homogeneous, HTS, primary screen; Glycogen synthase kinase-3 alpha (Homo sapiens), P49840; GSK-3 alpha kinase, ADP-Glo luminescence, 60 min; inhibition, % at 10 µM; hit rate 0.1% among 320,000; AID 2650, 2010;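 in the data active = inhibition above about 50%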;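 note: GST-tagged GSK-3 alpha with peptide substrate and 25 µM ATP; 0% = DMSO neutral wells and 100% = GW8510 positive control wells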
Target sequence (P49840 whole entry, looked up): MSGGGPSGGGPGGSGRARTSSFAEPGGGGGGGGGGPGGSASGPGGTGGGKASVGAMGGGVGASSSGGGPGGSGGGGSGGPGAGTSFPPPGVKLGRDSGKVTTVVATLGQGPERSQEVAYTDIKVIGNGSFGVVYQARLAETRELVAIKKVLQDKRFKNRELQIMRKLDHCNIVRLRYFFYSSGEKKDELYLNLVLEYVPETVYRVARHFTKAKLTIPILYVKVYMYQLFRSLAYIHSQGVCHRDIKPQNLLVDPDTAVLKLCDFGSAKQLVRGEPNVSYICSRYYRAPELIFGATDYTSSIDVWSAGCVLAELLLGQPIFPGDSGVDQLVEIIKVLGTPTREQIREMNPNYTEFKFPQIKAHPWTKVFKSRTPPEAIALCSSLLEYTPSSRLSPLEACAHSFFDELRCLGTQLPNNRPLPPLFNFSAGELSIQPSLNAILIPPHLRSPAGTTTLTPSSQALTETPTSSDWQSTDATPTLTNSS
Platelet DG rel = inhibitors of platelet dense granule secretion, primary screen, cell-based, MLPCN, human platelets; human platelet-rich plasma, SFLLRN dense granule ATP release, luminescence; inhibition, %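 (compounds screened at 7.5 µM in platelet-rich plasma)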; hit rate 0.22% among 300,000;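 active = mean replicate score, as percent of positive control, at or above 50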
GSK3B inh = human GSK3beta kinase inhibitors, primary screen, biochemical, cell-free homogeneous, HTS; activity score (negative = inhibition), % at 10 µM; hit rate 0.038% among 300,000; GST-GSK3beta kinase, ADP-Glo luminescence, 60 min; stronger effect = lower value; Glycogen synthase kinase-3 beta (Homo sapiens), P49841; AID 2097, 2009;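 active = more than half of replicate wells score below -50%, meaning over 50% inhibition versus plate controls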;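 note: 0% = median DMSO wells and -100% = median GW8510 positive control wells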
Target sequence (P49841 whole entry, looked up): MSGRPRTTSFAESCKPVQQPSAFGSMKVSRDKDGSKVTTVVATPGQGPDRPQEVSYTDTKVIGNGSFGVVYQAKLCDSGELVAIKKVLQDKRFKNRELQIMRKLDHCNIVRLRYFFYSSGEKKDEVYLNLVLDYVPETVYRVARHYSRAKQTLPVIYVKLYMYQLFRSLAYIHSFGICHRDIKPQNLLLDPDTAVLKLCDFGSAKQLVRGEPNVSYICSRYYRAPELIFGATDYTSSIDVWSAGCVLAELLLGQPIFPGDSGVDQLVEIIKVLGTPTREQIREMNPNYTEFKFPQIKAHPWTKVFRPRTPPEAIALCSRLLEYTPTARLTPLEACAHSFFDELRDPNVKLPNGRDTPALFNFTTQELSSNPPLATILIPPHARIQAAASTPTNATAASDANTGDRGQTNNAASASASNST
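test system = GST-tagged human GSK3beta kinase, cell-free | reagent = 25 µM ATP with peptide substrate | dosing = one dose of 10 µM per compound | schedule = 60 min reaction, RT | detection = luminescent ADP-Glo measurement of ADP formed | control set = DMSO neutral wells and GW8510 at 20 µM as positive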
aSyn 5UTR inh = MLPCN primary screen, SNCA 5' untranslated region; alpha-synuclein 5'UTR reporter, inhibitor activity; inhibition, % (tested at 7.5 µM); hit rate 0.82% among 300,000; AID 1813, 2009; in the data active = inhibition above about 60%;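 note: H4 neuroglioblastoma cells stably carrying SNCA 5'UTR luciferase fusion; 0% = DMSO wells and 100% = positive control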
HSP90 inh = HSP90 inhibitors, primary screen, cell lysate, luminescence; AID 1789, 2009; Rabbit reticulocyte lysate, luciferase refolding luminescence, 3 h; Heat shock protein HSP 90 (rabbit reticulocyte lysate; luciferase refolding); hit rate 0.91% among 290,000; inhibition, % at 5.6 µM;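 active = inhibition above the screen-wide mean plus 3 SD, computed separately per campaign, cut at about 16% in these data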;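 note: 0% = DMSO wells and 100% = 60 µM geldanamycin wells; inhibitors lower the luminescence because luciferase stays unfolded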
IEC-6 cytotox = cytotoxicity in IEC-6 intestinal epithelial cells, primary screen, cytotoxicity control for KLF5 inhibitor project, cell-based, luminescence | IEC-6 cytotoxicity, luminescence viability | inhibition, % at 5 µM | hit rate 0.78% among 290,000; in the data active = inhibition above about 22%;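 note: 0% = plate median of test compound wells and 100% = cytotoxic reference compound wells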
HSF-1 act = HSF-1 activators, primary screen, NIH3T3-HGL cells, MG132 stress, luminescence, single point | NIH3T3-HGL HSF-1 luciferase reporter, 8 h; 100% = twice DMSO control signal | activation, % at 9 µM | hit rate 1.7% among 300,000;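 active = mean replicate activation of at least 50% with a set share of replicates each reaching 50%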;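 note: 0% = median of the neutral control wells and 100% = twice that signal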
Starred values were filed as active, the others as inactive; . = not tested or not shown. The list is partial; count on the stated rates, not on these rows.

compound,DYRK1A inh,HSF1 inh,KLF5 inhibitor,GSK3A inh,Platelet DG rel,GSK3B inh,aSyn 5UTR inh,HSP90 inh,IEC-6 cytotox,HSF-1 act
COc1ccc(/C=C2\SC(=S)N(CC(=O)OCC(=O)Nc3ccc([N+](=O)[O-])cc3OC)C2=O)cc1,0,.,-38,.,.,.,.,-1,-3,.
N/N=C1\CCCc2c1[nH]c1ccc([N+](=O)[O-])cc21,.,-3,-8,5,-2,1,47,-2,-1,16
Cc1ccc(/C=N/NC(=O)c2nnn(-c3nonc3N)c2CSc2ccc(Cl)cc2)cc1,-1,0,-16,-2,-10,0,12,3,3,-8
O=C(NC1CCCCC1)c1ccc(S(=O)(=O)N2CCCC2)cc1,-3,-2,-28,0,-1,4,7,0,-2,5
Cc1cc(S(=O)(=O)N2CCC3(CC2)OCCO3)c(C)cc1Cl,2,-2,-1,-2,1,2,16,0,6,1
CCS(=O)(=O)Nc1ccc(-c2nnc(SCC(=O)c3ccc(NC(C)=O)c(OC)c3)o2)cc1,-1,-7,0,0,4,2,-12,8,4,-4
CC(C)(C)c1ccc(Cn2c(=O)cnc3ccccc32)cc1,1,-70*,19,0,-1,3,-37,22*,24*,-69
Cc1cc(C)c2c(-n3cccc3)nn(CC#N)c2n1,4,-3,-21,-3,-6,2,12,-10,-7,7
CNCc1ccccc1OCc1ccc(F)cc1,8,-6,-3,0,-2,0,-3,5,3,3
Oc1ccc(Br)cc1-c1cc(-c2ccccc2Cl)[nH]n1,-3,0,30,-1,10,1,-9,0,8,-1

Next part:
compound,DYRK1A inh,HSF1 inh,KLF5 inhibitor,GSK3A inh,Platelet DG rel,GSK3B inh,aSyn 5UTR inh,HSP90 inh,IEC-6 cytotox,HSF-1 act
CN1C(=O)/C(=C/c2ccccc2Cl)Sc2ccc(C(=O)N3CCCC3)cc21,3,5,5,1,7,1,-43,-1,-6,9
Cn1nc(C(F)(F)F)cc1C(=O)NC1CCCCCC1,0,-1,-25,0,-9,2,4,-8,-7,-7
O=C1CC(SC2=NCCS2)C(=O)N1c1ccc(Cl)cc1 (stereo not drawn),-1,-1,8,-5,-2,1,-17,4,0,-13
Cc1cc(C(=O)N2CCCC(Nc3ccc(F)cc3)C2)n(C)n1 (stereo not drawn),-3,6,2,-2,-3,0,-11,3,-3,20
COc1ccc(/C=C/c2nnc(NC(=O)c3ccco3)s2)cc1,.,1,-26,-8,0,-3,-44,3,12,9
CNC(=O)c1ccc(-c2cc(C(F)(F)F)nn2C)s1,.,-2,-62,6,-14,-5,-142,3,4,19
CCN(CC)S(=O)(=O)c1ccc(C)c(NC(=S)N2CCN(c3ccccn3)CC2)c1,-5,7,-10,1,11,10,2,-2,-5,-11
CC1CCc2c(sc3ncnc(SCC(=O)c4ccccc4)c23)C1 (stereo not drawn),-1,8,-8,1,2,-9,-29,3,2,-15
Cc1cccc(N2CCN(C(=O)c3ccc(CS(=O)Cc4cccc(Cl)c4)o3)CC2)c1C (stereo not drawn),0,6,9,9,-10,-5,5,4,5,32
CCOc1ccc(N2CC(C(=O)N3CCc4ccccc43)CC2=O)cc1 (stereo not drawn),3,7,-40,1,-2,-1,28,5,9,52*

Next structures:
compound,DYRK1A inh,HSF1 inh,KLF5 inhibitor,GSK3A inh,Platelet DG rel,GSK3B inh,aSyn 5UTR inh,HSP90 inh,IEC-6 cytotox,HSF-1 act
Cc1ccc(C(c2sc3ncnn3c2O)N2CC(C)CC(C)C2)cc1 (stereo not drawn),-7,-58*,24,-1,-5,2,13,-3,0,-67
O=C(COc1ccc(Cl)c(Cl)c1)NN1C(=O)C2C(C1=O)C1C=CC2C12CC2 (stereo not drawn),-1,-10,-23,0,0,0,-1,-3,-8,13
Clc1ccc(OCc2nc(-c3ccccn3)n[nH]2)cc1,-5,15,-17,9,-6,-4,-51,-1,4,33
CC(=O)Nc1ccc(NC(=O)Nc2cccc3ccccc23)cc1,3,-1,-32,0,-1,0,-10,2,-1,32
CC(C)=CCN1CCN(Cc2nc(-c3ccccc3)cs2)CC1CCO (stereo not drawn),3,-2,-12,-1,2,1,-1,4,4,3
O=C(C1CC(=O)N(C2CCCC2)C1)N1CCN(c2ccc(F)cc2)CC1 (stereo not drawn),61*,-8,-5,.,-11,-2,12,1,-4,-6
COC(=O)c1cc(S(=O)(=O)N2c3ccccc3CC2C)cn1C (stereo not drawn),2,-3,-28,1,4,2,21,-1,-7,14
NC(=O)CC(NC(=O)Cc1cccc2ccccc12)c1ccc(N2CCN(c3ccccc3)CC2)c([N+](=O)[O-])c1 (stereo not drawn),4,-9,.,4,-4,7,-6,.,.,-31
CCOC(=O)c1sc(SC)nc1N,2,-1,-30,2,7,-4,-20,0,-2,11
COc1cccc2cc(C(=O)N3CCc4ccccc43)c(=O)oc12,4,0,-24,-1,-2,-4,-47,5,0,-3

Next compounds follow.
compound,DYRK1A inh,HSF1 inh,KLF5 inhibitor,GSK3A inh,Platelet DG rel,GSK3B inh,aSyn 5UTR inh,HSP90 inh,IEC-6 cytotox,HSF-1 act
Cc1ccc(C)c(NC(=O)NNC(=O)c2cc3occc3[nH]2)c1,-2,-5,3,1,-7,-4,8,1,5,5
CC(C)N(Cc1nc(-c2ccccc2)no1)S(=O)(=O)c1ccccc1,0,10,-16,-1,3,0,6,-3,-1,17
COCCN1C(=O)N(c2ccc(Cl)cc2)C(=O)C1CC(=O)Nc1cc(OC)cc(OC)c1 (stereo not drawn),1,5,3,-4,5,-4,-4,-2,-3,28
Cc1ccc(S(=O)(=O)N2CCC(C)CC2)cc1C(=O)NCc1ccccn1,-11,-1,-20,-6,0,0,-7,2,2,-1
COc1cc(NC(=O)c2cc(S(=O)(=O)N3CCc4ccccc43)cn2C)cc(OC)c1OC,-2,3,5,0,-10,-2,14,-1,7,22
CC1CN(C(=O)c2ccccc2Sc2ccccc2C#N)CC(C)O1 (stereo not drawn),2,0,0,-3,-3,1,7,-3,-4,-5
COCCN1Cc2cccc(C(=O)NCCCN3CCCC3=O)c2C1=O,-7,-1,-4,0,3,2,16,2,1,0
COc1ccc(C(C(=O)NC(C)(C)C)N(Cc2ccc(C)cc2)C(=O)CCC(=O)Nc2cc(C)on2)cc1 (stereo not drawn),3,6,-26,-2,8,0,2,2,1,13
COc1ccc(C(CNC(=O)c2cccc(Br)c2)N2CCCC2)cc1 (stereo not drawn),4,-1,-21,0,2,0,-4,-5,-6,-22
CC(=O)c1sc2nsc(SCCN3CCCCC3)c2c1N,27,1,-12,4,4,0,-42,2,1,9

Next records follow.
compound,DYRK1A inh,HSF1 inh,KLF5 inhibitor,GSK3A inh,Platelet DG rel,GSK3B inh,aSyn 5UTR inh,HSP90 inh,IEC-6 cytotox,HSF-1 act
O=C(CSC(=S)N1CCCC1)NCC(=O)Nc1ccc(F)c(F)c1,-1,2,-65,2,-9,-3,1,0,-5,12
Cc1ccc(-n2c(C)cc(C(=O)OCC(=O)N(C)C3CCS(=O)(=O)C3)c2C)cc1 (stereo not drawn),-1,5,-128,-3,3,5,-10,1,0,-5
CC(C)Nc1nc(NC(N)=S)nc(NC(C)C)n1,-1,3,-53,-2,3,-29,41,1,-2,-18
CCNC(=O)CC1C(=O)N(c2ccccc2)C(=O)N1CCOC (stereo not drawn),-2,1,-24,-1,-2,0,1,-1,0,-13
O=C1C2C3CCC(C3)C2C(=O)N1Cc1ccco1 (stereo not drawn),-9,-4,-5,-2,-1,-2,24,-3,2,1
Cn1c(=O)cc(N2CCOCC2)[nH]c1=O,6,-7,-29,0,-5,0,7,2,0,-15
O=C(c1cnc(N2CCN(c3ncccn3)CC2)c2ccccc12)N1CCN(c2ncccn2)CC1,0,-8,-13,2,5,2,10,3,-15,8
CN(Cc1cn(C)nc1-c1ccc(Oc2ccccc2)cc1)C1CCOC1 (stereo not drawn),-2,-8,-13,1,0,-1,18,-1,-2,-23
CCCCNC(=O)c1cn(CC)c2ccc(S(=O)(=O)N3CCCC3)cc2c1=O,1,-5,-2,-1,-11,-3,9,3,12,9
CCOc1ccc(CCNC(=O)C2CCCN2C(=O)OCc2ccccc2)cc1OCC (stereo not drawn),30,0,0,5,-3,-1,5,4,8,11

(cont.)
compound,DYRK1A inh,HSF1 inh,KLF5 inhibitor,GSK3A inh,Platelet DG rel,GSK3B inh,aSyn 5UTR inh,HSP90 inh,IEC-6 cytotox,HSF-1 act
CC1(C)Cc2c(sc(NC(=O)c3ccc(S(=O)(=O)N4CCCCCC4)cc3)c2C(N)=O)C(C)(C)N1,5,-5,-28,2,-5,1,-3,-3,-5,-11
Cn1ncc(N=Cc2ccccc2O)c1C(=O)N1CCOCC1,-1,-3,-17,-1,4,0,-3,-3,2,7
Cc1cccc(NC(=O)C2CCN(S(=O)(=O)c3ccc4c(c3)OCCCO4)CC2)n1,12,-7,.,1,7,-5,-18,.,.,-11
O=C(c1nnc(Cc2ccc(Cl)cc2)o1)N1CCc2ccccc2C1,4,3,3,0,-11,-1,3,-5,4,-3
Cn1cc(CNC(=O)C2CCC(=O)N(Cc3ccc(Cl)cc3)C2)cn1 (stereo not drawn),-4,3,-7,-1,-18,1,-4,1,0,25
